High-throughput results: PubChem BioAssay, several laboratories
MEKK3 PB1 HTS: MEKK3-MEK5 PB1 interaction, increase or decrease; binding response (% of control), % at 10 µM; Q99759; 290,000 tested, 1.4% active; bead-based flow cytometry, Alexa488-MEK5 binding to MEKK3; actives lie on both sides; 0 = blocked by unlabeled MEK5, 100 = vehicle;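 active means binding response more than 3 SD above or below the average of its plate-row segment, actives on both sides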;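 further: Alexa488 bead fluorescence after subtracting the streptavidin-only scavenger bead signal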
NALP1 yeast inh: inhibitors of NALP1 inflammasome in yeast; S. cerevisiae NALP1/ASC/caspase-1 growth, X-gal OD620, 72 h; inhibition, % at 10 µM; 280,000 tested, 0.61% active; AID 2071; in the data active means inhibition mostly above about 24%, no sharp cut-off; inactive means mostly below about 32%; further: some compounds called inactive have numbers as strong as hits
V1aR counter: activates human V1a receptor in oxytocin agonist counter-screen; activation, % at 3 µM; P37288; 320,000 tested, 0.25% active; CHO-V1R cells, Fluo-8 calcium fluorescence, agonist mode; 0% DMSO, 100% 3 nM vasopressin;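 active means activation above the mean activation of all tested compounds plus 3 SD, per screening run, cut at about 20% in these data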;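 further: signal is peak over basal fluorescence ratio across a 100 second FLIPR read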
OXTR agonist: human OXTR agonism. activation, % at 3 µM. CHO-OTR cells, Fluo-8 calcium fluorescence; normalized: DMSO 0%, oxytocin 100%. 320,000 tested, 0.32% active. P30559;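 active means activation above the mean of all tested compounds plus 3 SD, cutoff set per screening run, cut at about 20% in these data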;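 further: peak over basal fluorescence ratio from a 100 s FLIPR kinetic read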
Target sequence (P30559 whole entry, looked up): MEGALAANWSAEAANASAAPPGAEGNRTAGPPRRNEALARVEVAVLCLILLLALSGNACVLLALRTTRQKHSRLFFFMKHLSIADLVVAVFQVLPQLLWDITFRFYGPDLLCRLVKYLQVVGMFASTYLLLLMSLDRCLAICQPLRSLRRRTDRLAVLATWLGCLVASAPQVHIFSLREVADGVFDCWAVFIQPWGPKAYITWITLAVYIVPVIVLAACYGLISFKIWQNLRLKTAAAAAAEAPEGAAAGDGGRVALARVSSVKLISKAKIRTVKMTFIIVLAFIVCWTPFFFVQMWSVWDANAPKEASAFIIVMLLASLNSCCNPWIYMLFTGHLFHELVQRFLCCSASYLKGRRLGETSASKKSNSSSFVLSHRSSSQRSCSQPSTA
GPR7 antag: antagonists of human GPR7 (neuropeptides B/W receptor 1); P48145; GPR7-expressing cells, fluorescence antagonist assay; inhibition, % at 4.4 µM; 290,000 tested, 1.1% active; AID 1861; in the data active means inhibition above about 16%, passing the limit was not always enough;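 further: cells stimulated with the agonist NPW; 0% = agonist with vehicle and 100% = vehicle without agonist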
Target sequence (P48145 whole entry, looked up): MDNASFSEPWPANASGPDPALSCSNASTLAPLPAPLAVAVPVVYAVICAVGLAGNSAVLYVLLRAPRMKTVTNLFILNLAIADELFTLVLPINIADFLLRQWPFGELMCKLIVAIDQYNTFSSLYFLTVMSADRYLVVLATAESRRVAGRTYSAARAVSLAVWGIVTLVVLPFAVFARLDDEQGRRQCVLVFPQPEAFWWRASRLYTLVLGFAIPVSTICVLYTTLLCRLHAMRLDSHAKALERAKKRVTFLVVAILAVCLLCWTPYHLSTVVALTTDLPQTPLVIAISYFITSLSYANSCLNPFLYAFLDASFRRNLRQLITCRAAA
PHOSPHO1 block: inhibitors of human PHOSPHO1 phosphatase; inhibition, % at 13.3 µM; recombinant PHOSPHO1, absorbance phosphatase assay; Q8TCT1; 290,000 tested, 1.1% active; AID 1565; in the data active means inhibition above about 60%
MEKK2mut PB1 HTS: signal of MEK5 binding to mutant human MEKK2 PB1 domain; 290,000 tested, 0.35% active; AID 1530; percent response, % at 10 µM; bead flow cytometry, Alexa488-MEK5 binding to MEKK2 mutant; in the data active means percent response above about 24%, passing the limit was not always enough; further: inactives centre near 1; some results filed as inactive read as strong as hits; reference of the scale not given here
GalR3 antag: human GalR3 antagonism; HEK293 GalR3-CNG cAMP membrane potential fluorescence; galR3 body fused to GalR1 C-terminus; inhibition, % at 3 µM; 360,000 tested, 0.44% active; AID 651719;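 active means inhibition above the screen-wide average plus 3 SD, cut at about 13% in these data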;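 further: forskolin and galanin both at EC90 stimulate the cells; cAMP rise reported by CNG channel membrane potential dye signal; 0% = forskolin plus galanin with DMSO and 100% = forskolin alone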
Target sequence (O60755 1-299 limits assumed): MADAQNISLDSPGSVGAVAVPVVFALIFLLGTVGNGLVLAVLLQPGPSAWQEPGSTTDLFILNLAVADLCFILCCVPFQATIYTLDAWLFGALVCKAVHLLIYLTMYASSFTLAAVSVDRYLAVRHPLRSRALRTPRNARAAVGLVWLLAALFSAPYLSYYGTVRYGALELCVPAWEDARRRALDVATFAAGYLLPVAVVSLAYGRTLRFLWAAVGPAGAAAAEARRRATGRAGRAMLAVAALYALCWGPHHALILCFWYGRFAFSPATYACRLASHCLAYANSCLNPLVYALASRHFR
MEKK2 WT-MEK5: raises or lowers MEK5 binding to wildtype human MEKK2 PB1 domain | binding response (% of control), % at 10 µM | Q9Y2U5 | 290,000 tested, 1.1% active | bead flow cytometry, Alexa488-MEK5 binding to MEKK2 WT; actives lie on both sides | AID 1531; in the data active means binding response below about 67% or above about 130%
An asterisk follows results filed as active; . = no result given.

SMILES	MEKK3 PB1 HTS	NALP1 yeast inh	V1aR counter	OXTR agonist	GPR7 antag	PHOSPHO1 block	MEKK2mut PB1 HTS	GalR3 antag	MEKK2 WT-MEK5
COc1ccc(NC(=O)CN2C(=O)NC(c3ccccc3)(c3ccccc3)C2=O)cc1	100	16	5.7	3.4	2	12	3	0	99
O=C(NNC(=O)c1cccc2ccccc12)c1ccc(-c2ccccc2)cc1	100	23	6.0	6.6	-14	-49	0	-11	105
COCCn1c(COC)nc2ccccc21	104	25	0.6	0.1	-4	7	5	0	104
CCOc1ccc(N2C(=O)S/C(=C\c3cccn3C)C2=O)cc1	103	15	4.1	0.7	-10	3	3	-5	103
COC(=O)c1ccccc1SCc1csc(C)n1	100	17	0.7	-0.4	-9	.	3	-8	102
CCc1nc(Nc2cccc(F)c2)c2oc3ccccc3c2n1	101	-5	-0.8	-2.0	-13	.	6	-9	99
Cc1ccc(CNCC(O)(c2ccccc2)c2ccccc2)cc1	98	29	0.3	2.6	20	35	2	-9	107
O=C(O)CC1(CC(=O)Nc2ccccc2N2CCOCC2)CCCC1	79	30	0.6	-0.8	-5	39	-39	6	80
O=C(Nc1ccccc1N1CCOCC1)c1cccc2c(Br)cccc12	106	10	-0.6	-1.5	-3	27	1	-11	98
COc1ccc(S(=O)(=O)N2CCCCCC2)cc1N(C)S(=O)(=O)c1ccc(Cl)cc1	104	2	1.5	-1.4	5	-41	3	-2	99
COc1ccc(C2CC(=O)C3=C(C2)Nc2ccccc2NC3c2coc3ccccc3c2=O)cc1OC (configuration not stated)	99	-40	0.7	-0.8	9	-4	-3	3	98
CC(C)Cc1nc2sc3c(=O)n(N)cnc3c2c2c1COC(C)(C)C2	104	28	0.3	-0.3	-11	6	13	10	109
O=C(O)c1ccccc1C(=O)Nc1ccc(Oc2ccc3ccccc3c2)cc1	101	-8	1.3	-0.1	0	48	-3	-2	97
Nc1nc(NCCOCCO)nc(NC2CCCCC2)c1[N+](=O)[O-]	101	13	3.2	1.6	-10	20	4	-9	97
Cc1nn2cnnc2c(C)c1Cc1c(F)cccc1Cl	105	13	-0.1	0.8	-6	14	3	-7	106
CN(Cc1cccnc1)C(=O)c1cc(COc2ccc3ncccc3c2)on1	105	-4	11	18	15	50	7	92*	104
COC(=O)CSc1nc(SCc2ccc(C)cc2)nc2c1CCCC2	101	28	-0.2	-1.2	-14	-14	1	-6	106
O=C(O)CCNS(=O)(=O)c1ccc2c(c1)OCCCO2	104	20	0.2	0.7	-8	8	1	-2	106
CC(C)CCNC(=O)Cc1c(C(=O)O)[nH]c2ccc(Cl)cc12	98	23	-0.2	-0.1	-13	-2	-1	-2	99
CCC(=O)Nc1cccc(NC(=O)c2cccnc2)c1	102	14	0.8	0.0	-13	15	1	2	104
COc1cc(C(=O)NCc2nnc(SCC(=O)Nc3ccc4c(c3)OCO4)o2)cc(OC)c1OC	97	6	0.0	-1.4	2	-30	-2	0	95
CSc1nc(C)nc2c1c(=O)n(C)c(=O)n2C	103	-18	0.5	-0.1	-3	-2	6	.	107
Cc1cccc(N/N=C/c2ccc(O)c(O)c2O)c1	107	-6	1.2	-0.1	-2	-47	5	-1	98
O=C(Nc1ccc(F)cc1)c1ccc(S(=O)(=O)N2CCOCC2)o1	94	3	1.7	-0.2	-9	-1	-1	-5	93
COc1ccccc1/C=C/C(=O)NCC(=O)N/N=C/c1ccccc1	101	-1	0.8	-0.2	9	1	4	-3	99
N#Cc1cc([N+](=O)[O-])ccc1NC(=O)COC(=O)C12CC3CC(CC(C3)C1)C2	98	7	-0.4	-1.3	-9	24	-9	.	89
O=C(COC(=O)/C=C/c1ccc([N+](=O)[O-])cc1)NCC1CCCO1 (configuration not stated)	74	7	2.2	3.0	-8	-3	-13	-3	63
Cc1c(CC(=O)NCCCC(=O)O)c(=O)oc2cc3oc4c(c3cc12)CCCC4	103	1	1.6	-0.3	-2	37	8	-11	103
COc1ccc(OC(=O)c2cnn(-c3ccccc3)c2C)cc1	108	24	2.3	-0.5	-3	1	7	-5	102
O=c1c(-c2ccc(Cl)cc2)[n+]([O-])c2ccccc2n1OCc1nc2ccccc2[nH]1	97	15	0.0	-1.0	-13	-4	-4	2	102
CCOC(=O)C1CCN(C(=O)c2ccccc2NC(C)=O)CC1	106	2	0.6	0.7	-9	-137	11	2	105
Cc1cccc(NC(=O)CN2C(=O)NC(Cc3ccccc3)C2=O)c1 (configuration not stated)	100	-4	1.0	0.5	12	29	-2	-3	104
Nc1ccc(-c2ccc(C(=O)O)s2)cn1	101	-2	0.7	-0.1	-15	48	1	-5	97
O=C(c1cccc2nc3ccccc3nc12)N1CCOCC1	107	10	0.1	-0.3	-2	24	4	0	101
c1ccc(-n2nnnc2-n2ccnc2)cc1	110	-11	-0.5	0.6	-12	10	9	-3	104
CCCCC(=O)Nc1ccc(C(=O)NCCCn2ccnc2)cc1	95	-14	0.7	-0.2	2	7	1	-8	105
O=C1CC(N(CCc2ccccc2)C(=S)Nc2ccccc2)C(=O)N1c1ccc(F)cc1 (configuration not stated)	105	-14	5.2	1.6	-2	-78	4	-3	105
COc1ccc(C(=O)Nc2ccccc2C(=O)NC(Cc2ccc(O)cc2)C(=O)NNC(=O)c2ccccc2Cl)cc1 (configuration not stated)	95	5	0.0	-1.3	-7	-26	-1	-9	88
COc1cc(NC(=O)CSc2ccc3c(c2)OCCO3)cc(OC)c1OC	107	0	7.3	9.2	-8	25	12	0	108
Cc1ccc(S(=O)(=O)N(CC(O)CN2C(=O)NC(C)(C)C2=O)c2cccc(C)c2)cc1 (configuration not stated)	98	-14	-0.6	-0.4	-7	33	6	-1	100
CCN(CCO)Cc1csc2cccc(Br)c12	.	21	1.0	-0.4	-13	14	.	-1	.
O=C1CCC(=O)N1CC(=O)N(c1ccccc1)c1ccccc1	97	7	0.1	0.0	5	-10	-8	-6	90
O=c1[nH]c(CN2CCCC2)nc2sc3c(c12)CCC3	.	3	0.9	0.1	-15	27	.	8	.
O=C(/C=C/N1CCOCC1)c1coc2ccccc12	.	10	1.8	1.3	9	23	.	1	.
Cc1cc(C(=O)N[C@@H](c2ccccc2)[C@]2(C)C[C@H]2[C@@H](C)C(=O)Nc2ccc3ccccc3c2)no1	106	19	0.6	-1.6	2	4	1	-6	109
COc1ccc(CCN=Cc2ccccc2O)cc1OC	102	-2	0.5	1.1	-15	46	3	-4	99
Cc1ccc(N2CC(C(=O)NC3CC3)CC2=O)cc1Cl (configuration not stated)	100	1	0.2	4.9	-9	52	3	-9	101
Cc1cc(-c2nn3c(C)nnc3s2)ccc1NC(=O)C(C)(C)C	101	.	-0.6	0.4	0	.	-3	-2	97
CC(=O)Oc1cccc(N2C(=O)c3ccccc3C2=O)c1	102	11	0.1	-1.1	-5	0	-2	-2	101
COc1ccc(CNC(=O)C2CSC(c3ccc(OC)cc3)N2C(C)=O)cc1 (configuration not stated)	97	-13	-0.2	0.2	-9	52	1	6	96
O=[N+]([O-])c1ccc(Oc2cccc3cccnc23)c(Cl)c1	112	17	0.8	-2.1	4	24	11	-8	105
O=C(COC(=O)CNC(=O)c1ccccc1F)Nc1cccc(S(=O)(=O)N2CCCCCC2)c1	95	-9	3.6	0.4	-13	20	-12	-3	82
C=CCc1cc(Cl)ccc1OCCOCCNC(C)(C)C	101	10	1.5	2.8	12	63*	-2	-9	107
O=C(CCCn1nnnc1CN1CCOCC1)N1CCC(c2ccccc2Cl)C1 (configuration not stated)	97	-12	3.2	-0.5	-5	44	4	7	104
Cc1csc(SCC(=O)NC(=O)C2CCCCC2)n1	101	18	-0.6	-1.8	-4	36	-4	7	94
CCOc1cc(CNc2nn[nH]n2)ccc1OCC(=O)NC(C)(C)C	104	3	1.0	0.7	-5	-1	6	-6	103
CC(=O)/C(N=Nc1c(C)n(C)n(-c2ccccc2)c1=O)=C(\C)O	101	-16	0.4	0.4	28*	32	-4	-6	97
CCOC(=O)C1CCN(Cc2cccc(OC)c2)CC1	94	12	0.6	-0.1	-11	14	-4	-4	88
O=C(N/C(=C/c1ccc2c(c1)OCO2)C(=O)N1CCOCC1)c1cccs1	104	3	0.7	0.3	-1	-23	4	-1	102
CCOC(=O)Nc1nc(-c2ccc(Cl)cc2Cl)cs1	78	20	-0.2	-2.3	-10	5	-5	-3	82

Entries listed so far that have a nitro group on carbon, in the order listed:
SMILES	MEKK3 PB1 HTS	NALP1 yeast inh	V1aR counter	OXTR agonist	GPR7 antag	PHOSPHO1 block	MEKK2mut PB1 HTS	GalR3 antag	MEKK2 WT-MEK5
Nc1nc(NCCOCCO)nc(NC2CCCCC2)c1[N+](=O)[O-]	101	13	3.2	1.6	-10	20	4	-9	97
N#Cc1cc([N+](=O)[O-])ccc1NC(=O)COC(=O)C12CC3CC(CC(C3)C1)C2	98	7	-0.4	-1.3	-9	24	-9	.	89
O=C(COC(=O)/C=C/c1ccc([N+](=O)[O-])cc1)NCC1CCCO1 (configuration not stated)	74	7	2.2	3.0	-8	-3	-13	-3	63
O=[N+]([O-])c1ccc(Oc2cccc3cccnc23)c(Cl)c1	112	17	0.8	-2.1	4	24	11	-8	105

More results follow:
SMILES	MEKK3 PB1 HTS	NALP1 yeast inh	V1aR counter	OXTR agonist	GPR7 antag	PHOSPHO1 block	MEKK2mut PB1 HTS	GalR3 antag	MEKK2 WT-MEK5
CCNC(=O)c1ccc(C2SCC(=O)N2Cc2ccco2)cc1 (configuration not stated)	107	12	1.2	0.9	10	53	2	-4	101
COc1ccc(N=C2S/C(=C\c3cc(C)n(C)c3C)C(=O)N2C)cc1	98	10	0.1	-1.3	-8	19	-3	-3	94
CCOc1ccc(CN(CC)C(=O)c2ccc3c(c2)[nH]c(=O)c(=O)n3CC)cc1OC	99	-23	-0.7	0.2	-3	22	4	-4	97
CC(C)c1ccc(C(C(=O)NC2CCCC2)N(C(=O)CNC(=O)c2ccco2)c2cccnc2)cc1 (configuration not stated)	94	7	1.7	0.4	-4	-4	1	4	105
CS(=O)(=O)N1CCN(CC2CC3C=CC2C3)CC1 (configuration not stated)	100	-3	2.2	1.3	16	-3	2	-3	102
CN(C)CCSc1nc(O)c(-c2ccccc2)c(=O)n1-c1ccccc1	103	2	0.2	1.2	18	15	1	-4	105
Cc1cc(Nc2c(C)cccc2C)n2nc(C)nc2n1	106	13	1.1	0.6	-5	9	4	0	106
CCCn1c(SCC(=O)N2CCN(C(=O)c3ccco3)CC2)nc2ccccc2c1=O	96	9	-0.7	-1.8	-1	53	-1	0	94
CCN(CC)S(=O)(=O)c1ccc(OC)c(NS(=O)(=O)c2cccc(C(=O)O)c2)c1	71	6	-0.9	1.0	-7	1	-10	-5	82
O=S(=O)(Nc1ccccc1)c1cccc2nonc12	95	0	0.0	0.6	-11	.	4	-2	99
COc1ccc(CNC(=O)CN(Cc2ccc(Cl)cc2)C(=O)c2csnn2)cc1	94	20	10	0.6	1	23	1	-2	99
O=C(NCc1ccccc1Cl)C1CCC(CNc2c(N3CCCCC3)c(=O)c2=O)CC1 (configuration not stated)	113	21	0.0	0.5	-12	-11	0	2	107
CC(C)(C)N=C1NC(=NC(C)(C)C)c2ccccc21	96	34	2.7	2.9	-5	-8	-4	-6	99
CCOC(=O)c1cccnc1SCC(=O)N(C)c1ccccc1	76	-3	0.4	-1.4	0	21	-12	1	83
O=C1OC(c2ccc(Cl)cc2)/C(=C(/O)c2ccccc2)C1=O (configuration not stated)	99	-7	0.0	-1.4	2	22	2	-2	101
COc1ccc(CNC(=O)CNC(=O)N2CC(=O)Nc3ccccc32)cc1	98	3	0.5	-0.2	5	42	0	-9	96
O=C(c1ccccc1)c1cc2ccccc2o1	108	4	-1.2	-1.9	-4	6	10	4	109
